Assay outcomes as filed in PubChem.
ssDAF12 agonist – activators of S. stercoralis DAF-12 nuclear receptor; AID 652126; HEK293 ssDAF-12/GRIP1 lit1-tk-luc reporter, luminescence; % of 3 µM dafachronic acid response; activation, % at 6.8 µM; actives 1% (n = 370,000);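 active means activation above the mean over all tested compounds plus 3 SD, cut at about 0.9% in these data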;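 further: 0% = DMSO-only wells and 100% = 3 µM delta7-dafachronic acid wells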
GAA850 FXN act – increases GAA850 frataxin promoter reporter activity; HEK293 lucGAA850 FXN promoter luciferase reporter, 24 h; percent of 10 µM SAHA response; activation, % at 6 µM; actives 0.56% (n = 360,000);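 active means activation above the average of all compounds screened plus 3 SD, cutoff fixed separately per campaign, cut at about 7.5% in these data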;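 further: 0% = DMSO wells and 100% = 10 µM SAHA wells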
SMARCA2 activ – SMARCA2 function activation, primary screen; AID 652017; actives 1% (n = 370,000); activation, % at 9.1 µM; MG213 cells, MMTV-luciferase reporter, dexamethasone, overnight; in the data active means activation above about 7.8%;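 further: 0% = vehicle wells and 100% = reference activator wells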
proKLK7 act – activates the human kallikrein-7 zymogen; activation, % at 7 µM; actives 0.9% (n = 370,000); P49862; AID 652039; purified proKLK7, EDANS-DABCYL substrate fluorescence; 100% is mature enzyme control, 0% vehicle;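 active means activation above the mean of all tested compounds plus 3 SD, computed per campaign excluding outliers beyond control limits, cut at about 13% in these data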
DAX1 inh-1 – inhibitors of human orphan nuclear receptor DAX1 (NR0B1). P51843. inhibition, % at 6.75 µM. AID 504766. actives 0.99% (n = 340,000). HEK293 Gal4-DAX1 luciferase reporter, luminescence;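 active means inhibition above the mean over all tested compounds plus 3 SD, cut at about 4.2% in these data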;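 further: 0% = DAX1-transfected cells with DMSO and 100% = empty-vector control cells with DMSO; inhibition shows as a rise in luminescence from relieved DAX1 repression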
hgDAF-12 ag – agonists of H. glycines DAF-12 nuclear receptor; HEK293 GAL4-hgDAF12 UAS-luciferase reporter, agonist luminescence; normalized to butyrate control; activation, % at 6.8 µM; actives 1.8% (n = 370,000); AID 687014;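 active means activation above a cutoff set at the mean of all screened compounds plus 3 SD, cut at about 10% in these data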;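 further: 0% = DMSO wells and 100% = sodium butyrate wells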
HGIII-sPLA2 inh – Blocks human group III sPLA2 activity. AID 743126. QFRET BODIPY PC-A2 liposome hydrolysis, fluorescence. Q9NZ20. actives 0.56% (n = 370,000). inhibition, % at 12.2 µM;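 active means inhibition above mean plus 3 SD of compounds lying within the high and low control bounds, cut at about 19% in these data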;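 further: 0% = median of test compound wells and 100% = no enzyme DMSO wells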
DAX1 inh-2 – DAX1 (NR0B1) inhibition, primary screen; actives 1.1% (n = 370,000); HEK293T StAR-luciferase reporter, SF-1/DAX-1 repression relief; inhibition, % at 6.8 µM; AID 652010;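 active means inhibition above the mean over all tested compounds plus 3 SD, cut at about 3.6% in these data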;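 further: 0% = DAX-1 cells with DMSO and 100% = cells lacking DAX-1 with DMSO; higher inhibition means more luminescence from relief of DAX-1 repression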
hcDAF-12 act – activators of H. contortus DAF-12 nuclear receptor. HEK293 hcDAF-12 lit1-tk-luc reporter, luminescence; 0% DMSO, 100% Δ7-dafachronic acid. activation, % at 6.8 µM. actives 1.4% (n = 370,000). AID 652067;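 active means activation above the mean of all tested compounds plus 3 SD, cut at about 5.5% in these data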;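 further: 100% = response to 3 µM Δ7-dafachronic acid high control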
NPR1 activator – GC-A (human) enzyme activation; AID 1671463; P16066; activation, % at 10 µM; actives 0.14% (n = 370,000); HEK293 GC-A cells, cGMP TR-FRET, EC30 ANP; 0% at EC30 ANP, 100% saturating ANP; in the data active means activation above about 40%
Target sequence (P16066 whole entry, looked up): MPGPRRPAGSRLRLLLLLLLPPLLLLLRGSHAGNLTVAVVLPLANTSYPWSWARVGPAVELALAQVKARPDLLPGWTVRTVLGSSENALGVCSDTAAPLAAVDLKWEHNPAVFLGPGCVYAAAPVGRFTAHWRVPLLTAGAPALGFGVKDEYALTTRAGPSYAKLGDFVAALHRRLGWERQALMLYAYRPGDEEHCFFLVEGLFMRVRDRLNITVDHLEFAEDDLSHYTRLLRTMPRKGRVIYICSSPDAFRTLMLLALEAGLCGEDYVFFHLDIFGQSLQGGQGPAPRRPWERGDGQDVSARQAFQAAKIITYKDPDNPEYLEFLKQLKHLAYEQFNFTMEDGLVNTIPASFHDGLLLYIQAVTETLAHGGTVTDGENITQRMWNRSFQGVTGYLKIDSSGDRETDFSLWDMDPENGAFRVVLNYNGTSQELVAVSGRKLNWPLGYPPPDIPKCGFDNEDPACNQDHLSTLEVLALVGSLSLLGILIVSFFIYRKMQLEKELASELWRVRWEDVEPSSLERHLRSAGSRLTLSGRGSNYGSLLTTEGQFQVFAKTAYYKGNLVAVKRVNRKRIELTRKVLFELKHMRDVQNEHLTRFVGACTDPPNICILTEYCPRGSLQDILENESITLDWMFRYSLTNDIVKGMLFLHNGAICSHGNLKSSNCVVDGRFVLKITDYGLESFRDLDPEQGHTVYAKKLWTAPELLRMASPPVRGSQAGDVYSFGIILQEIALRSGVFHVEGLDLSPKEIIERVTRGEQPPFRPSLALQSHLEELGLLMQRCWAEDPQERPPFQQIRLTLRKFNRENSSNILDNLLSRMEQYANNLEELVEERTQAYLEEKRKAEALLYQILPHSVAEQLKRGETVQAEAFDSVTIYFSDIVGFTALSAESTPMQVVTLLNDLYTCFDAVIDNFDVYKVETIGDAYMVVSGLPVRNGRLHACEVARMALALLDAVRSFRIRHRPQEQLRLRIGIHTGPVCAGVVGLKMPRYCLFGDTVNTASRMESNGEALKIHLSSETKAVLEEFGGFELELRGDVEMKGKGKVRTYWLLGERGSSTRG
NPR2 activator – GC-B (human) receptor activation | HEK293-GC-B cells, CNP EC30, cGMP TR-FRET; 0% at EC30 CNP, 100% saturating CNP | actives 0.11% (n = 370,000) | P20594 | activation, % at 10 µM;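 active means activation at 10 µM reaching about 35% in either raw or pattern-adjusted values, limit read from the data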
* marks the source's active call; other numbers are inactive results; nt = not tested or not shown.

SMILES | ssDAF12 agonist | GAA850 FXN act | SMARCA2 activ | proKLK7 act | DAX1 inh-1 | hgDAF-12 ag | HGIII-sPLA2 inh | DAX1 inh-2 | hcDAF-12 act | NPR1 activator | NPR2 activator
COc1cccc(/C(O)=C2\C(=O)C(=O)N(c3ccccn3)C2c2cccc(OC)c2OC)c1 (configuration not stated) | -1.3 | -2.0 | 1 | 0.4 | 0.5 | -0.7 | -3 | 0.1 | -0.9 | 1 | -4
CCOCCn1c(N2CCN(c3ccc(OC)cc3)CC2)nc2c1c(=O)[nH]c(=O)n2C | -1.5 | -1.1 | 0 | 0.5 | -0.3 | 0.6 | -1 | -0.5 | -0.5 | -3 | 2
CCOc1ccccc1N1CC(C(=O)NCCC2=CCCCC2)CC1=O (configuration not stated) | -0.9 | 0.0 | 7 | 0.5 | 1.6 | 8.5 | 7 | 5.2* | 3.7 | 1 | 0
CCCC(C(=O)NC(C)(C)C)N(Cc1ccccc1Cl)C(=O)c1snc(C(N)=O)c1N (configuration not stated) | -1.7 | -0.3 | -2 | -0.3 | 0.5 | -4.5 | 2 | -0.7 | -3.2 | -26 | -21
Cc1cc(=O)[nH]c2c1c(C)nn2C1CCCCC1 | -1.9 | -0.3 | -1 | -0.6 | -1.5 | -1.5 | 3 | 0.6 | 3.9 | 5 | 2
COc1cc(CSC)nc(-c2ccccc2)n1 | 0.8 | 2.2 | -2 | -0.6 | -0.3 | 4.6 | 8 | 0.0 | -1.2 | -3 | -1
O=C(CNC(=O)c1ccccc1)OCc1ccc([N+](=O)[O-])cc1 | -0.3 | 2.5 | -2 | -0.5 | 1.8 | -1.5 | -3 | -0.4 | -0.3 | 4 | 3
C=CCNC(=O)c1ccc(C)c(Br)c1 | -1.3 | 2.1 | 0 | 0.7 | -0.3 | 0.8 | 4 | -0.4 | -1.2 | 0 | -2
Cc1n[nH]c(C)c1N1C(=O)c2cccc3c(N4CCCCCC4)ccc(c23)C1=O | -1.0 | 0.2 | 5 | 1.7 | -0.4 | -1.8 | -86 | -0.9 | 1.1 | 22 | 34
COc1ccc(NC(=S)N2CCC(C(O)(c3ccccc3)c3ccccc3)CC2)cc1 | -0.1 | 2.2 | -1 | 0.2 | -0.5 | 0.3 | -4 | 0.0 | -2.3 | -6 | -6
O=C(NCCN1CCC(n2c(=O)[nH]c3ccccc32)CC1)c1cccnc1 | -0.8 | nt | -5 | -0.1 | nt | 0.8 | 5 | 0.3 | 0.6 | 1 | -1
CC1CN(C(=O)CS(=O)(=O)Cc2ccc(Cl)cc2)CC(C)O1 (configuration not stated) | -0.5 | 0.3 | 0 | 0.6 | 0.7 | 1.3 | -3 | -0.1 | -1.0 | -2 | 3
COc1ccccc1-n1cc(C(=O)NCC(=O)N2CCN(c3ccccc3)CC2)c2ccccc2c1=O | -0.7 | 1.9 | -1 | 0.1 | 2.1 | 6.2 | -6 | 1.5 | 0.1 | -3 | -2
CC1CC(C)(C)CC2(C1)NC(=S)N(c1ccccc1)N2 (configuration not stated) | -1.2 | 0.0 | 0 | -0.4 | 0.4 | -0.7 | 3 | 0.5 | -0.4 | -1 | 5
Cc1cccc(Nc2ncc3c(n2)CC(c2ccco2)CC3=O)c1 (configuration not stated) | -1.3 | 2.7 | 0 | -1.9 | 0.9 | -0.9 | -9 | -0.3 | -2.1 | 3 | -2
CS(=O)(=O)Nc1ccc(C(=O)NC2CCCCC2)cc1 | -1.4 | -0.1 | 0 | -0.1 | -0.3 | -1.1 | 0 | -0.1 | 0.3 | -1 | -1
COc1ccc(C(=O)COC(=O)c2cc(S(=O)(=O)NCc3ccccc3)ccc2O)cc1 | -1.7 | -1.6 | -3 | 0.1 | 1.4 | 0.2 | -28 | -0.6 | -2.1 | -6 | 0
CCOc1ccc(C(C(=O)NCC2CCCO2)N(C(=O)c2snc(C(N)=O)c2N)c2cccc(F)c2)cc1 (configuration not stated) | -1.2 | 1.6 | -2 | -7.5 | -0.2 | -3.0 | -15 | 0.0 | -3.0 | 7 | 1
CC(C)(C)N(Cc1ccccc1)C(=O)CSc1nc2ccccc2c(=O)[nH]1 | -1.2 | 0.4 | -3 | 0.6 | -0.3 | -1.4 | -2 | -0.1 | 0.5 | -5 | -7
O=C(Cn1cnc2c(oc3ccccc32)c1=O)NCCc1ccccc1 | -0.2 | 4.6 | 2 | -0.2 | -0.3 | 4.8 | 7 | 0.9 | 2.7 | -3 | -4
CCn1c(C)nnc1SCC(=O)Nc1nccs1 | -0.4 | -2.5 | -5 | -0.6 | -1.4 | -1.1 | 2 | 0.5 | 2.6 | 2 | 0
COc1cccc(N(CC(=O)N2CCN(Cc3ccccc3)CC2)S(C)(=O)=O)c1 | -1.4 | 0.2 | -2 | 0.3 | 0.1 | -0.6 | 8 | -1.5 | 1.2 | 2 | 11
CCCS(=O)(=O)c1nc(S(=O)(=O)c2ccc(C)cc2)c(N2CCC(O)CC2)s1 | -1.2 | 1.2 | 0 | 0.3 | -0.8 | -1.6 | 7 | -0.2 | -0.5 | 0 | 0
Cn1c(=O)oc2cc(S(=O)(=O)NCCN3CCc4ccccc4C3)ccc21 | -0.5 | -0.3 | -1 | -0.3 | 2.1 | -1.4 | 3 | 0.1 | 0.4 | 4 | 3
C=CCOc1ccc(CNc2nn[nH]n2)cc1 | -1.1 | 2.3 | -4 | -0.1 | 1.1 | -0.4 | -4 | 0.3 | 0.1 | 1 | -2
Cc1cccnc1NC(=O)c1ccc(S(=O)(=O)N2CC(C)OC(C)C2)cc1 (configuration not stated) | -1.4 | 0.0 | -4 | 0.4 | -0.4 | -1.9 | 6 | 0.4 | 5.3 | 4 | 2
Cc1ccccc1N1CCN(C2CCCN(C(=O)CCN3CCCCC3=O)C2)CC1 (configuration not stated) | -1.1 | 1.8 | 4 | 0.5 | -0.1 | -2.2 | 3 | -0.2 | -1.4 | 4 | 0
COc1cccc(NC(=O)CN(C)CC(=O)NCc2ccco2)c1 | -1.3 | 0.6 | 2 | 0.1 | 0.6 | 1.6 | 0 | 1.3 | 0.9 | 3 | -1
CC1(C)CC(=O)C2=C(C1)N(Cc1ccco1)C(=O)NC2(C(F)(F)F)C(F)(F)F | -1.4 | 0.0 | 3 | -0.6 | 1.3 | 0.0 | 1 | 0.7 | -0.6 | -1 | 4
COc1cccc(-n2c(SCC(N)=O)nc3c([nH]c4ccccc43)c2=O)c1 | 0.5 | -2.1 | -2 | -0.1 | -0.4 | 0.0 | 2 | -0.1 | 3.2 | -6 | 2
CCn1nc(CCC(=O)O)c2ccccc2c1=O | -1.3 | 1.5 | 2 | 0.5 | 1.1 | 3.4 | 5 | -0.1 | -0.1 | 1 | 4
CC(C)NC(=O)C1CCN(C2CCN(C(=O)c3ccc4cccc(F)c4n3)CC2)CC1 | -0.1 | 1.1 | -2 | -0.2 | 2.4 | -0.1 | 8 | 0.0 | 3.2 | 1 | 0
Cc1ccccc1NC(=O)c1ccc(F)c(S(=O)(=O)N2CCCCC2)c1 | -2.6 | 1.2 | -4 | 0.4 | 0.6 | -1.1 | 2 | -0.4 | -2.0 | -7 | -3
COc1ccccc1Nc1cc2cc(Br)ccc2c(=O)[nH]1 | -0.4 | -2.4 | -1 | 1.2 | 1.0 | 2.5 | -10 | 0.3 | 6.2* | -4 | -4
O=C(NCC(c1cccnc1)N1CCN(c2ccc(F)cc2)CC1)c1ccc2c(c1)OCO2 (configuration not stated) | -1.6 | -1.9 | 0 | 0.2 | -1.4 | 2.6 | -3 | -0.5 | -2.2 | 10 | -4
CCS(=O)(=O)c1ccc2oc(Nc3ccc(OC)cc3)nc2c1 | -1.5 | 5.1 | -1 | -0.2 | -0.8 | 4.7 | 3 | -1.0 | -1.3 | 1 | 2
COc1ccccc1CCNC(=O)CN1C(=O)c2ccccc2S1(=O)=O | -0.3 | 0.8 | 2 | 0.1 | 0.2 | 0.8 | 8 | 1.2 | -1.2 | 0 | 1
CCOC(=O)N1CCN(C(=O)c2ccc(NS(=O)(=O)c3ccc4[nH]c(=O)[nH]c4c3)cc2)CC1 | -0.9 | 0.6 | -2 | -0.4 | -1.3 | 1.0 | -1 | 2.9 | -0.5 | 2 | 3
COC(=O)c1nc2n(n1)C(c1cc(OC)ccc1OC)C(C(=O)OC1CCCCC1)=C(C)N2 (configuration not stated) | -1.8 | -2.1 | 0 | -0.2 | -0.6 | 2.8 | -5 | 0.7 | -1.1 | 1 | -6
CC(C)C[C@@H](CN)NC(=O)c1nc[nH]c1C(=O)N[C@@H](Cc1ccccc1)C(=O)CNC[C@H](C)NC(=O)c1nc[nH]c1C(=O)N[C@@H](CC(=O)O)C(=O)O | -1.1 | -0.3 | 0 | 0.9 | -0.1 | 1.0 | 6 | -1.1 | 1.2 | 1 | -7
CCCCNC(=O)CSc1nnc(Cc2ccccc2)n1CC1CCCO1 (configuration not stated) | -1.3 | 0.4 | -1 | -0.1 | 0.5 | -1.6 | -2 | 1.4 | -1.0 | 0 | 2
O=C1C=C(Nc2ccc(Cl)cc2)CC(c2ccccc2)C1 (configuration not stated) | -1.0 | -3.4 | -1 | -0.8 | 0.6 | 0.7 | 11 | -1.1 | -1.2 | -6 | -7
Cc1cc(C)n2c(Nc3ccc4c(c3)OCCO4)c(-c3ccc(C)o3)nc2n1 | 0.0 | 2.1 | 4 | 0.5 | 0.4 | 13* | -2 | 5.7* | 6.9* | -14 | -2
CC1=C(OC(=O)C(C)(C)C)C(C)(C)C(c2ccccc2)OC1=O (configuration not stated) | -1.3 | -0.1 | 0 | 0.7 | -0.9 | -1.1 | -5 | -0.3 | 2.3 | -1 | -2
O=C(NCCSCc1ccc(Cl)cc1)c1cccs1 | -2.2 | -1.0 | -1 | -0.5 | 0.3 | 3.2 | 0 | 0.2 | -0.4 | 3 | -6
Cc1cccc(OCc2nnc(SCC(=O)N3CCCCC3)o2)c1 | -0.9 | 0.4 | -3 | 0.3 | -0.8 | 0.2 | 0 | -0.1 | -2.1 | 3 | 1
CCC(C(=O)NCC1CCCO1)N(C(=O)CNS(=O)(=O)c1ccccc1)c1ccc(F)cc1 (configuration not stated) | -0.3 | 0.3 | -2 | -0.4 | 0.6 | -1.1 | -1 | -0.1 | 0.2 | -2 | -3
Cc1ccc(S(=O)(=O)NCCNC(=O)c2ccc(C)nc2)cc1 | -1.0 | 4.4 | 1 | 0.8 | -1.4 | -1.0 | -4 | -0.2 | -0.3 | 3 | 0
